# MKP-3 inhibition: MKP-3 phosphatase inhibitors, primary screen, biochemical, rat enzyme, in vitro (AID 425); Dual specificity protein phosphatase 6 (Rattus norvegicus); recombinant MKP-3 phosphatase activity, fluorescence; higher % means a stronger effect; inhibition, % at 20 µM; hits with a dose series show IC50 in µM; 0.17% of 110,000 active; in the data active = inhibition above about 50%;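 also: plate controls were vehicle for no effect and reference inhibitor for full effect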
# Hsp70 inhibitors: Hsp70 inhibitors, probe displacement, primary screen, biochemical, fluorescence polarization (AID 583). displacement, % at 20 µM; hits with a dose series show IC50 in µM. Hsp70 fluorescence polarization probe displacement, mP; higher % means a stronger effect. 0.06% of 140,000 active. Heat shock 70 kDa protein 1A (Homo sapiens); in the data active = displacement above about 50%;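 also: plate controls were vehicle for no effect and reference ligand for full effect; a part of the inactive calls stands beside numbers as strong as those of hits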
# * hit, by the source's call; . = not tested or not shown; & = joins results of further samples. This is a subset, so the mix of outcomes need not match the whole.
SMILES,MKP-3 inhibition,Hsp70 inhibitors
COc1ccc(C(=O)NCCN2CCOCC2)cc1[N+](=O)[O-],4%,-6.1%
CCOC(=O)C[n+]1c(C)ccc2c1CCC2,.,-0.4%
O=C(CCc1ccccc1)NCc1ccccc1Cl,4%,1.3%
COCc1nnc(NC(=O)CSCc2ccccc2)s1,.,-3.5%
O=C1CC(NCc2ccc(Cl)cc2)C(=O)N1c1ccc(F)cc1 (configuration not stated),4%,-1.8%
CC1CCCCC1NC(=O)CSc1nc2ccccc2c(=O)n1Cc1ccco1 (configuration not stated),0%,0.6%
CC1(C)CC2CC(C)(CN2C(=O)c2cnn3c2NC(c2cccs2)CC3C(F)(F)F)C1 (configuration not stated),2%,1.0%
O=C(NCCCO)C(=O)Nc1cccc(C(F)(F)F)c1,0%,-2.5%
COc1ccc(-c2nc(CSCC(=O)N3CCc4ccccc43)c(C)o2)cc1OC,-2%,-2.1%
O=C(C1CCCCC1)N1CCC(c2nc3c(nnn3Cc3c(F)cccc3Cl)c(=O)[nH]2)CC1,-9%,3.0%
O=C(c1ccc([N+](=O)[O-])cc1Cl)N1CCc2ccccc21,-3%,5.1%
Cc1nn(-c2ccccc2)c2[nH]c(=O)c(CNCCN3CCOCC3)cc12,-6%,-4.0%
O=C(NCc1ccccc1)c1sc(=S)n2c1[nH]c(=O)c1ccccc12,.,13%
O=C(Cc1ccccc1)Nc1ccc(Cl)c(-c2nc3cc(Cl)ccc3o2)c1,4%,-6.1%
Cc1cc(Br)ccc1NC(=O)c1cccc([N+](=O)[O-])c1C,-2%,0.6%
CCC(C)c1ccc(NC(=O)c2oc3ccccc3c2C)cc1 (configuration not stated),2%,-0.8%
O=S(NCc1ccco1)C12CC3CC(CC(C3)C1)C2 (configuration not stated),-15%&2%,2.9%&-0.2%
Cc1c(NC(=S)NCc2ccco2)c(=O)n(-c2ccccc2)n1C,0%,-2.2%
Cc1ccccc1NC(=O)C(=O)NCc1ccncc1,2%,-7.9%
Cc1sc(NC(=O)c2ccco2)c(C(c2ccncc2)N2CCOCC2)c1C (configuration not stated),4%,-0.8%
C=CCOC(=O)C1=C(C)Nc2ncnn2C1c1cccs1 (configuration not stated),.,-1.7%
Cc1nonc1N=Cc1ccccc1O,0%,1.6%
COc1ccc(OCC(O)Cn2c(Br)nc3c2c(=O)[nH]c(=O)n3C)cc1 (configuration not stated),-10%,4.2%
CC1(C)CC(=O)C2=C(C1)Nc1ccc3ccccc3c1C2c1ccccc1F (configuration not stated),4%,-1.0%
CCCC(=O)n1nc(-c2ccco2)nc1N,.,-2.8%
O=C1CSC(c2ccc3c(c2)OCO3)N1c1ccc(Cl)c(Cl)c1 (configuration not stated),-3%,0.0%
C/C(=C\C(=O)c1ccc(Br)cc1)NCc1ccc(C)cc1,.,-24%
COc1ccc(-n2c(Cc3cc(=O)[nH]c(=O)[nH]3)nnc2SCc2ccccc2)cc1,-6%,-1.6%
Cc1ccc(C)n1NC(=O)c1ccccc1Cl,-15%,0.4%
CCOc1ccc(N(CC(=O)NCC(C)c2ccccc2)S(=O)(=O)c2ccccc2)cc1 (configuration not stated),4%,-1.4%
CN(C)CCOc1ccccc1C(C)(C)C,.,-5.0%
Cc1nnc(NC(=O)Nc2cccc(Cl)c2)s1,-12%,-3.2%
COC(=O)c1cn(C(=O)OC)c2ccccc12,-8%&-5%,-1.1%&-3.6%
Cc1nn(C(=O)c2cccnc2)c(C)c1C,-2%,-2.7%
O=C(NC1CCCCC1)NC1CC2CCCC(C1)N2C1CCCC1 (configuration not stated),.,0.1%
COc1ccc(NC(=O)c2ccc(N(Cc3ccc(Cl)cc3)S(C)(=O)=O)cc2)cc1OC,1%,3.9%
O=C(O)c1ccc(NS(=O)(=O)c2cc(C(=O)O)ccc2Br)cc1,-7%&4%,-0.8%&-1.6%
O=C(NCc1ccccc1Cl)C1CCCN(S(=O)(=O)c2cnc[nH]2)C1 (configuration not stated),-1%,-5.2%
CN(C)c1ccc(/C=C(/C#N)C(=O)Nc2cccc(Br)c2)cc1,4%,-8.0%
CCOC(=O)CSc1n[nH]c(-c2ccco2)n1,0%,1.6%
O=C(CN1C(=O)COc2ccccc21)N1CCN(c2ccccc2F)CC1,2%,-1.7%
CCCCOc1ccc(CN2CCC(O)CC2)cc1,-11%,-4.5%
Oc1ccc(Br)cc1CN1CCN(Cc2ccco2)CC1,5%,-2.0%
COc1ccc(CC(c2nc3ccccc3[nH]2)C(C)c2nc3ccccc3[nH]2)cc1 (configuration not stated),-4%,7.5%
Nc1nncn1C(=O)CCCOc1ccccc1,.,-1.3%
Cc1ccc(S(=O)(=O)Oc2ccccc2/C=C2\SC(N)=NC2=O)cc1,5%,-1.6%
CCOC(=O)c1c(NC(=O)c2cccc(F)c2)sc(C(=O)Nc2ccc(OC)cc2OC)c1C,4%,-0.8%
Cn1c(NC(=O)c2ccc(Cl)cc2)nc2ccccc21,-6%,-3.6%
O=C(CN1CCOc2ccccc21)NCc1ccco1,-9%,-1.9%
CCOc1ccc(NC(=O)N2CC=C(n3c(=O)[nH]c4ccccc43)CC2)cc1,2%,-0.9%
COc1cc2cc(CN(C(=O)Nc3ccccc3)C3CCCC3)c(=O)[nH]c2cc1OC,4%,-0.4%
CCOc1nc(C)ccc1-c1noc(-c2ccncc2)n1,-2%,-1.3%
C=C(C)C1Cc2c(C)nn(-c3ccccn3)c2C1 (configuration not stated),.,-0.1%
CC(=O)C1=C(C)NC(SCC(=O)c2ccc(F)cc2)=C(C#N)C1c1ccco1 (configuration not stated),-9%,-3.3%
O=C(Nc1cccnc1)c1cccc(S(=O)(=O)N2CCOCC2)c1,-3%,3.7%
CC(=O)OC1CCC2(C)C(=CCC3C2CCC2(C)C3CC3CC=CCC32C(C)=O)C1 (configuration not stated),-1%,-4.8%
CC1=C(C(=O)OCCc2ccccc2)C(c2ccc([N+](=O)[O-])s2)NC(=O)N1C (configuration not stated),1%,3.0%
O=C(c1cccc(F)c1)N1CCN(C(=O)c2cc3ncc(Br)cn3n2)CC1,.,6.4%
Cc1cc(-n2c(=O)c(C#N)cc3c(=O)n4cccc(C)c4nc32)no1,-14%,0.2%
COc1cccc(CN2CCN(C3CCN(Cc4ccccc4)CC3)CC2)c1,1%,-1.6%
# (continued)
SMILES,MKP-3 inhibition,Hsp70 inhibitors
CCC(Sc1nc(=O)cc(N)n1-c1ccccc1)C(=O)Nc1cc(C)on1 (configuration not stated),6%,0.5%
Cc1cccc(NC(=O)C2CC(=O)N(c3ccc(Br)cc3)C2)n1 (configuration not stated),2%,.
CCn1c(COc2ccccc2C)nnc1SCC(=O)CC(=O)Nc1ccccc1,-14%,3.1%
Cc1cnn(-c2ccc3nnc(-c4ccc(Cl)cc4)n3n2)c1,.,-0.1%
COCCNC(=O)CN1C(=O)COc2ccc(Cl)cc21,-2%,3.5%
COc1ccc(C2(O)CCN(CCCCOc3ccccc3)CC2)cc1,-12%,2.3%
O=C1CC(C2CCCO2)C(=O)N1c1ccccc1 (configuration not stated),.,4.2%
O=C1CCCN1c1cccc(Br)c1,.,1.7%
CC(=O)N(CCP(=O)(c1ccccc1)c1ccccc1)Cc1ccco1,-1%,0.1%
COc1ccccc1CC(=O)N1CCN(c2cccc(Cl)c2)CC1,5%,-0.6%
CCc1nc(NCC2CCCN2CC)c2nnn(Cc3ccccc3F)c2n1 (configuration not stated),-6%,0.3%
Cc1ccc(C(=O)Nc2ccc(NC(=O)c3ccccc3Cl)cc2)cc1[N+](=O)[O-],6%,-7.9%
O=C(CSCCO)Nc1cccc2ccccc12,-7%,.
O=C(Nc1ccc(OC(F)(F)F)cc1)C(c1ccccc1)c1ccccc1,4%,-0.3%
COc1cc(C(=O)Nc2ccc(-n3cnnn3)c(C)c2)cc(OC)c1OC,-3%,-3.8%
O=C(CCSCCc1ccccn1)Nc1ccccn1,-1%,-5.3%
Cc1ccnc2ccc(-c3nc4ccccc4o3)cc12,-9%,2.8%
CC1=CC(C)(C)Nc2ccc(OC(=O)COc3ccc4ccccc4c3)cc21,3%,-2.6%
CCOC(=O)c1ccc(NC(=O)Nc2ccc3c4c(cccc24)C(=O)N3CC)cc1,6%,.
COc1ccc(N(CC(=O)Nc2ccc(Br)cc2)S(=O)(=O)c2ccc(C)cc2)c(OC)c1,1%,0.3%
Cc1ccc(S(=O)(=O)Nc2ccccc2-c2ccccc2)cc1[N+](=O)[O-],-1%,-3.2%
O=C(Nc1ccccc1)Nc1nnc(-c2ccccc2I)s1,4%,-1.6%
CN(CC(=O)NC1CCCCC1)S(=O)(=O)c1ccc(Cl)cc1,-11%,4.6%
Cc1ccnc(N(C(=O)c2cccs2)C(=O)c2cccs2)c1,-1%,-1.3%
COc1ccc([N+](=O)[O-])cc1-c1ccc(C=C2C(=O)c3ccccc3C2=O)o1,1%,-5.9%
CCOC(=O)C1CCCN(c2c(NCc3ccco3)c(=O)c2=O)C1 (configuration not stated),-4%,3.4%
CCC(=O)NCCc1nc2cc(NC(=O)c3ccc(OC)cc3)ccc2n1C,.,-3.8%
O=C1CC(N2CCCCC2)C(=O)N1Cc1ccccc1 (configuration not stated),5%,-2.8%
O=C1CC(N2CCN(c3ccccc3)CC2)C(=O)N1c1ccc(F)cc1 (configuration not stated),0%,-2.0%
Cc1cc(CC(C)C)n(-c2nc3ccccc3c(=O)n2OCC(N)=O)n1,-9%,-0.3%
COc1ccc2[nH]c(=O)c(C(c3nnnn3C3CCCC3)N3CCN(Cc4ccc5c(c4)OCO5)CC3)cc2c1 (configuration not stated),.,-2.0%
Cc1ccc(C(=O)N/C(=C/c2ccc(-c3ccc(Cl)cc3Cl)o2)C(=O)NCCCO)cc1,3%,0.2%
O=C1c2ccccc2C(=O)N1CC(O)Cn1c2ccc(Cl)cc2c2cc(Cl)ccc21 (configuration not stated),0%,-0.1%
Cc1c(Br)c([N+](=O)[O-])nn1CC(=O)NCc1ccccn1,.,-0.2%
Cc1ccc(SCCNC(=O)/C=C/c2ccccc2Cl)cc1,5%,-4.9%
COc1ccc(Br)cc1/C=C/C(=O)Nc1ccc(O)c(-c2nc3ccccc3o2)c1,-1%,-5.3%
O=C(CN1C(=O)c2cccc3cccc1c23)NCC1CCCO1 (configuration not stated),-8%,2.0%
COc1ccc(S(=O)(=O)Nc2ccc(C#N)cc2)cc1,-2%,-1.5%
O=C(CC1OC(=O)c2ccccc21)c1ccc(I)cc1 (configuration not stated),3%,-2.3%
Cc1ccc(NC(=O)c2sc3nc4c(c(-c5ccco5)c3c2N)CCC4)cc1,.,1.6%
CC1=C(C(=O)OC(C)C)C(c2ccccc2Br)CC(=O)N1 (configuration not stated),3%,0.2%
COc1cc(/C=C2\SC(=S)N(NC(C)=O)C2=O)cc(OC)c1OC,2%,-3.7%
CCCCOc1ccc(Cc2c(O)nc(SC)[nH]c2=O)cc1,2%,-3.2%
COC(=O)c1oc2ccc(Br)cc2c1NC(=O)CN1CCN(C)CC1,-1%,1.2%
COc1ccc(CCNC(=O)C(=O)Nc2ccccc2C)cc1,4%,-6.9%
O=C1c2ccccc2C(=O)N1CCSc1nncs1,-14%,0.6%
CCOC(=O)c1c(NC(C)=O)sc2c1CCC(C)C2 (configuration not stated),3%,1.9%
CC(=O)c1ccc(OCCCN2CCCCC2)cc1,.,1.1%
COc1ccc(CCNC(=O)C2CCN(S(C)(=O)=O)CC2)cc1OC,-2%,1.4%
COc1ccc2c(c1)[nH]c1c(=O)n(CCc3cnc[nH]3)cnc12,4%,-0.4%
COc1ccc(NC(=O)C2C3CCC(C3=C(C)C)C2C(=O)O)cc1 (configuration not stated),0%,0.5%
CCc1c(C)sc(NC(=O)c2cccc([N+](=O)[O-])c2)c1C(N)=O,2%,0.9%
COC(=O)C1=C(N)Oc2cc(C)n(C)c(=O)c2C1c1ccc(Cl)cc1 (configuration not stated),-3%,1.4%
O=C(CCn1c2ccccc2c2ccccc21)N/N=C/c1ccccc1,1%,-0.1%

# Reprinted from the listing for reference:
SMILES,MKP-3 inhibition,Hsp70 inhibitors
O=C(CN1C(=O)c2cccc3cccc1c23)NCC1CCCO1 (configuration not stated),-8%,2.0%
COc1ccc(S(=O)(=O)Nc2ccc(C#N)cc2)cc1,-2%,-1.5%
O=C(CC1OC(=O)c2ccccc21)c1ccc(I)cc1 (configuration not stated),3%,-2.3%
Cc1ccc(NC(=O)c2sc3nc4c(c(-c5ccco5)c3c2N)CCC4)cc1,.,1.6%
CC1=C(C(=O)OC(C)C)C(c2ccccc2Br)CC(=O)N1 (configuration not stated),3%,0.2%
COc1cc(/C=C2\SC(=S)N(NC(C)=O)C2=O)cc(OC)c1OC,2%,-3.7%
CCCCOc1ccc(Cc2c(O)nc(SC)[nH]c2=O)cc1,2%,-3.2%
COC(=O)c1oc2ccc(Br)cc2c1NC(=O)CN1CCN(C)CC1,-1%,1.2%
COc1ccc(CCNC(=O)C(=O)Nc2ccccc2C)cc1,4%,-6.9%
O=C1c2ccccc2C(=O)N1CCSc1nncs1,-14%,0.6%
CCOC(=O)c1c(NC(C)=O)sc2c1CCC(C)C2 (configuration not stated),3%,1.9%
CC(=O)c1ccc(OCCCN2CCCCC2)cc1,.,1.1%
COc1ccc(CCNC(=O)C2CCN(S(C)(=O)=O)CC2)cc1OC,-2%,1.4%
COc1ccc2c(c1)[nH]c1c(=O)n(CCc3cnc[nH]3)cnc12,4%,-0.4%
COc1ccc(NC(=O)C2C3CCC(C3=C(C)C)C2C(=O)O)cc1 (configuration not stated),0%,0.5%
CCc1c(C)sc(NC(=O)c2cccc([N+](=O)[O-])c2)c1C(N)=O,2%,0.9%
COC(=O)C1=C(N)Oc2cc(C)n(C)c(=O)c2C1c1ccc(Cl)cc1 (configuration not stated),-3%,1.4%
O=C(CCn1c2ccccc2c2ccccc21)N/N=C/c1ccccc1,1%,-0.1%
